hgDAF-12 ag: activates the H. glycines DAF-12 receptor ligand-binding domain | HEK293 GAL4-hgDAF12 UAS-luciferase reporter, agonist luminescence; normalized to butyrate control | activation, % at 6.8 µM | 370,000 tested, 1.8% active | AID 687014;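 active means activation above a cutoff set at the mean of all screened compounds plus 3 SD, cut at about 10% in these data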;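 further: 0% = DMSO wells and 100% = sodium butyrate wells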
DAX1 inh-1: DAX1 (NR0B1) inhibition, primary screen | HEK293T StAR-luciferase reporter, SF-1/DAX-1 repression relief | inhibition, % at 6.8 µM | 370,000 tested, 1.1% active | AID 652010;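 active means inhibition above the mean over all tested compounds plus 3 SD, cut at about 3.6% in these data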;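 further: 0% = DAX-1 cells with DMSO and 100% = cells lacking DAX-1 with DMSO; higher inhibition means more luminescence from relief of DAX-1 repression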
DAX1 inh-2: inhibitors of human orphan nuclear receptor DAX1 (NR0B1); HEK293 Gal4-DAX1 luciferase reporter, luminescence; inhibition, % at 6.75 µM; 340,000 tested, 0.99% active; AID 504766;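 active means inhibition above the mean over all tested compounds plus 3 SD, cut at about 4.2% in these data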;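 further: 0% = DAX1-transfected cells with DMSO and 100% = empty-vector control cells with DMSO; inhibition shows as a rise in luminescence from relieved DAX1 repression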
Target sequence (P51843 207-470 limits assumed): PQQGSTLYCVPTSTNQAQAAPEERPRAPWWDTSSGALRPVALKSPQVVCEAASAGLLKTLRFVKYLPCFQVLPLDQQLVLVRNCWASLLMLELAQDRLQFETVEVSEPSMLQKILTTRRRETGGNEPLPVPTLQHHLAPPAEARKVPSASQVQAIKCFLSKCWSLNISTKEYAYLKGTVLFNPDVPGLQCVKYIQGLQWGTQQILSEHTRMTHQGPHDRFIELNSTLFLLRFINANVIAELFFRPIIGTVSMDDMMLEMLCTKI
PLC-beta3 inh: PLC-beta3 (human) inhibition, primary screen; Q01970; inhibition, % at 12.2 µM; 370,000 tested, 0.18% active; Purified PLC-beta3, fluorogenic substrate, fluorescence; in the data active means inhibition above about 11%;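 further: 0% = median of compound wells on plate and 100% = full blocker control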
ADAM17 inh: ADAM17 inhibition, QFRET primary screen; 370,000 tested, 0.83% active; inhibition, % at 6.95 µM; recombinant ADAM17, EDANS/DABCYL FRET peptide cleavage;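 active means inhibition above the mean of compounds lying between control limits plus 3 SD, set per campaign, cut at about 8.5% in these data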;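 further: 0% = DMSO-only wells as the low control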
NR1D1 modulator: modulates human Rev-erb alpha binding to DNA | activity, % at 10 µM | AID 1259318 | 370,000 tested, 0.79% active | Rev-erbα–FITC-DNA binding, fluorescence polarization, 90 min | P20393;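 active means activity above about 14%, limit read from the data; passing the limit was not always enough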;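 further: 0% = DMSO wells with 35 nM protein and 100% = DMSO wells with 750 nM protein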
PLCg1 inh: PLC-gamma1 (human) inhibition, primary screen. purified PLC-gamma1, fluorogenic substrate, fluorescence. AID 720700. inhibition, % at 12.2 µM. P19174. 370,000 tested, 0.84% active; in the data active means inhibition above about 9.5%
hcDAF-12 act: H. contortus DAF-12 activation, primary screen; HEK293 hcDAF-12 lit1-tk-luc reporter, luminescence; 0% DMSO, 100% Δ7-dafachronic acid; activation, % at 6.8 µM; 370,000 tested, 1.4% active; AID 652067;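 active means activation above the mean of all tested compounds plus 3 SD, cut at about 5.5% in these data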;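 further: 100% = response to 3 µM Δ7-dafachronic acid high control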
SMARCA2 act: activators of SMARCA2 function; MG213 cells, MMTV-luciferase reporter, dexamethasone, overnight; activation, % at 9.1 µM; 370,000 tested, 1% active; AID 652017; in the data active means activation above about 7.8%;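 further: 0% = vehicle wells and 100% = reference activator wells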
MBD2 DNA inh: MBD2-methylated oligo binding inhibition; Q9UBB5; TR-FRET, MBD2 binding to methylated oligonucleotide; inhibition, % at 4.4 µM; 370,000 tested, 0.31% active; AID 686964; in the data active means inhibition above about 13%
Target sequence (Q9UBB5 whole entry, looked up): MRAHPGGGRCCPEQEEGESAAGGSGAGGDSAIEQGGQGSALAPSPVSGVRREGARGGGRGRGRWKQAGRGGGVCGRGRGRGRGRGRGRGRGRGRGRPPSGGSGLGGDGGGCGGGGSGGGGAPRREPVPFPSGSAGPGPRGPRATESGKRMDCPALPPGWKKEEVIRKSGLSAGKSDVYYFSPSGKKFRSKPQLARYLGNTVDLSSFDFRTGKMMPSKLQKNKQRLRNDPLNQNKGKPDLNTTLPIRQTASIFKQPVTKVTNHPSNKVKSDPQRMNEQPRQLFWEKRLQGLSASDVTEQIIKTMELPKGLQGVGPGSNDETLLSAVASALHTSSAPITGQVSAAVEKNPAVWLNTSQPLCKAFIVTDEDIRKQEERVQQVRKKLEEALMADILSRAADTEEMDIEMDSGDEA
ssDAF12 agonist: activates DAF-12 receptor from parasite S. stercoralis | HEK293 ssDAF-12/GRIP1 lit1-tk-luc reporter, luminescence; % of 3 µM dafachronic acid response | activation, % at 6.8 µM | 370,000 tested, 1% active | AID 652126;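 active means activation above the mean over all tested compounds plus 3 SD, cut at about 0.9% in these data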;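 further: 0% = DMSO-only wells and 100% = 3 µM delta7-dafachronic acid wells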
* marks the source's active call; other numbers are inactive results; . = not tested or not shown.

Order of results: hgDAF-12 ag, DAX1 inh-1, DAX1 inh-2, PLC-beta3 inh, ADAM17 inh, NR1D1 modulator, PLCg1 inh, hcDAF-12 act, SMARCA2 act, MBD2 DNA inh, ssDAF12 agonist
1	COc1ccc(/C=C/c2c(-c3ccccc3OC)sc3ccccc23)cc1OC
→ -0.7, -0.7, 0.5, -177, -22, 3, -123, 2.9, 0, -3, -0.9
2	CN(CC(=O)NCc1ccco1)C(=O)C1CC(=O)N(c2ccc3c(c2)OCCO3)C1 (stereo unspecified)
→ 2.5, -0.1, 0.3, -4, 2, 5, 2, -1.2, 0, 3, -1.1
3	COc1ccccc1/C=C/C=N/n1c(-c2ccc(Cl)cc2)n[nH]c1=S
→ 1.8, 0.2, ., -4, -2, 2, -3, -0.5, 2, 0, -1.1
4	O=C(Nc1cc(F)cc(F)c1)c1ccc(NCCCN2CCCCCC2)c([N+](=O)[O-])c1
→ -3.6, 0.4, -1.7, -3, 3, 3, 4, 2.3, 2, -15, -1.5
5	O=C(NNC1CC(=O)N(c2ccc(Br)cc2)C1=O)c1cccnc1 (stereo unspecified)
→ -2.5, 0.0, 1.2, -2, -4, 3, 0, -1.4, -1, 2, -0.6
6	O=C(CSc1ncnc2sc3c(c12)CCCC3)NC1CCS(=O)(=O)C1 (stereo unspecified)
→ -3.2, -1.6, 0.4, -11, -5, -1, -4, -2.4, -3, -3, -1.3
7	O=C(Nc1ccon1)c1cccc(C(F)(F)F)c1
→ 2.6, 1.2, 0.4, 1, -4, -3, -2, -2.8, 1, 2, -1.3
8	Cc1cc(Cl)c(S(=O)(=O)Nc2ccc3c(c2)OCCO3)cc1OCC(N)=O
→ -8.4, -2.4, -2.0, 2, -1, 0, -1, -4.6, -4, -7, -2.4
9	COc1ccc(CNC(=O)C(CCSC)NS(=O)(=O)c2ccccc2F)cc1 (stereo unspecified)
→ 3.5, 0.2, -1.3, -5, -2, -5, -1, 0.8, -1, -2, -1.4
10	Cc1nn(C)c(C)c1CN(C)C(=O)c1cc2nc(-c3ccco3)cc(C(F)(F)F)n2n1
→ -4.1, 0.0, -1.0, -486, -56, -1, -393, -3.1, 0, -4, -1.4
11	COc1ccc(-c2cc(N)n(S(=O)(=O)c3c(F)c(F)c(F)c(F)c3F)n2)cc1OC
→ -3.3, -0.3, -1.1, 0, -1, -3, 1, -2.2, -9, 1, -1.4
12	Cc1cccc(C(=O)NC(=S)Nc2c(C)n(C)n(-c3ccccc3)c2=O)c1
→ 2.6, -1.0, 0.9, -7, -8, -3, -2, -1.2, -1, 1, -0.9
13	COc1ccc([C@H]2CC(=O)C=C(c3ccc(C(=O)O)cc3)C2)cc1OC
→ 0.8, -0.4, 1.6, -4, -5, 2, -2, 1.1, -1, 1, -1.6
14	Cc1ccc(Cl)cc1NC(=O)C(NS(=O)(=O)c1cccs1)c1ccccc1 (stereo unspecified)
→ 1.0, -0.4, -0.6, -2, -2, 5, -2, 2.2, -3, -2, -1.3
15	O=C(COc1ccccc1)Nc1ccccc1N1CCN(c2ccccc2)CC1
→ 2.0, 0.2, 1.0, 1, -1, -1, 0, -1.5, 0, 0, -0.7
16	CCOc1ccc(S(=O)(=O)Nc2ccc(S(=O)(=O)N3CCOCC3)cc2)cc1
→ -1.1, 0.3, 0.7, 1, -2, -1, 1, -1.1, 2, 4, -1.2
17	COc1cnc(-c2ccccn2)nc1Sc1ccccc1
→ -2.7, -0.8, -1.7, 2, -3, -6, 1, -4.6, 1, 0, -2.3
18	CC(C)CN1C(=O)NC(NC(=O)c2ccco2)(C(F)(F)F)C1=O (stereo unspecified)
→ 2.8, -0.2, -0.2, 4, -1, -2, 0, 0.1, 1, 0, -0.8
19	C=CCN1C(=O)C(O)(CC(=O)c2c(C)n[nH]c2C)c2cc(Br)ccc21 (stereo unspecified)
→ 0.8, -0.1, 0.8, 3, 0, -5, 1, -0.5, 3, 2, -1.2
20	FC(F)(Cl)c1nnc2ccc(Cl)nn12
→ -1.0, -1.4, 0.3, 0, -5, 1, 0, -1.4, 1, 0, -1.0
21	CCc1nc2ccc(C(=O)NC3CCN(Cc4ccccc4)CC3)cn2c1N(CC)Cc1cccc(Br)c1
→ -3.1, -1.2, ., -19, 4, 1, -6, -0.4, -2, 3, -1.4
22	NNC(=O)c1cnn(-c2ccccc2)c1C(F)(F)F
→ 0.7, -0.1, 0.9, -7, 1, -3, -2, -0.2, 0, 1, -0.8
23	COc1ccc(S(=O)(=O)N2CCC(C(=O)Oc3ccc(C)cc3)CC2)cc1OC
→ -0.1, 0.3, -0.7, -5, -1, -3, -1, 0.1, 2, -4, -0.7
24	CC(=O)Nc1cccc2c1C(=O)N(c1cccc(C)c1)C2=O
→ 2.5, -0.2, 0.1, -4, -1, 7, -2, 2.3, 5, 2, 0.5
25	O=C(c1cc(-c2ccc(Cl)cc2)on1)N1CCCC1
→ 14*, 2.7, 1.9, -6, -2, 2, -2, 3.6, 5, -1, 1.1*
26	CC(=O)c1cccc(CN2CCCC(CCC(=O)NCc3ccc(C)o3)C2)c1 (stereo unspecified)
→ -2.7, 0.3, 0.1, -3, -5, 6, -1, -0.2, -2, 2, -1.9
27	S=c1[nH]nc(COc2ccccc2)n1/N=C/c1ccc(Br)cc1
→ -0.1, 0.4, 1.3, -7, -1, 2, 1, -0.6, -1, -2, -1.9
28	CN(C)C(CNC(=O)c1cccc(S(=O)(=O)NCc2ccccc2)c1)c1ccccc1 (stereo unspecified)
→ -0.6, 2.0, 1.4, 3, -3, -2, -2, -0.2, 3, 0, -1.2
29	NC(COCc1ccccc1)c1csc(Nc2ncccn2)n1 (stereo unspecified)
→ 3.7, -0.5, ., 1, -4, -5, 1, 0.9, 0, 2, -0.4
30	O=C(CN1c2cccc3cccc(c23)S1(=O)=O)NC1CCCCC1
→ 2.5, 0.6, -0.6, -328, -62, 2, -273, 0.2, -1, -2, -1.5

Quoted from above, entries 26 to 29
Order of results: hgDAF-12 ag, DAX1 inh-1, DAX1 inh-2, PLC-beta3 inh, ADAM17 inh, NR1D1 modulator, PLCg1 inh, hcDAF-12 act, SMARCA2 act, MBD2 DNA inh, ssDAF12 agonist
26	CC(=O)c1cccc(CN2CCCC(CCC(=O)NCc3ccc(C)o3)C2)c1 (stereo unspecified)
→ -2.7, 0.3, 0.1, -3, -5, 6, -1, -0.2, -2, 2, -1.9
27	S=c1[nH]nc(COc2ccccc2)n1/N=C/c1ccc(Br)cc1
→ -0.1, 0.4, 1.3, -7, -1, 2, 1, -0.6, -1, -2, -1.9
28	CN(C)C(CNC(=O)c1cccc(S(=O)(=O)NCc2ccccc2)c1)c1ccccc1 (stereo unspecified)
→ -0.6, 2.0, 1.4, 3, -3, -2, -2, -0.2, 3, 0, -1.2
29	NC(COCc1ccccc1)c1csc(Nc2ncccn2)n1 (stereo unspecified)
→ 3.7, -0.5, ., 1, -4, -5, 1, 0.9, 0, 2, -0.4

In the list so far, these contain an aryl thioether with sulfur outside any ring.
Order of results: hgDAF-12 ag, DAX1 inh-1, DAX1 inh-2, PLC-beta3 inh, ADAM17 inh, NR1D1 modulator, PLCg1 inh, hcDAF-12 act, SMARCA2 act, MBD2 DNA inh, ssDAF12 agonist
6	O=C(CSc1ncnc2sc3c(c12)CCCC3)NC1CCS(=O)(=O)C1 (stereo unspecified)
→ -3.2, -1.6, 0.4, -11, -5, -1, -4, -2.4, -3, -3, -1.3
17	COc1cnc(-c2ccccn2)nc1Sc1ccccc1
→ -2.7, -0.8, -1.7, 2, -3, -6, 1, -4.6, 1, 0, -2.3

Carrying on.
Order of results: hgDAF-12 ag, DAX1 inh-1, DAX1 inh-2, PLC-beta3 inh, ADAM17 inh, NR1D1 modulator, PLCg1 inh, hcDAF-12 act, SMARCA2 act, MBD2 DNA inh, ssDAF12 agonist
31	CC1CCCC(C)N1C(=O)CNCc1ccc2c(c1)OCO2 (stereo unspecified)
→ -1.7, 0.3, -0.9, 4, -2, 8, -1, -0.5, -1, -2, -1.4
32	CCC(C(=O)NCc1ccco1)N(C(=O)CNS(=O)(=O)c1ccccc1)c1ccccc1C (stereo unspecified)
→ 1.4, 0.3, -0.3, 1, -3, -2, -2, -0.2, 3, -3, -1.2
33	COc1cc2c(cc1OC)C(c1ccc(Br)cc1)NC(=O)C2 (stereo unspecified)
→ -2.9, -0.5, 0.3, -6, -5, 0, -3, -0.3, 1, 1, -0.6
34	COc1cccc(CNS(=O)(=O)c2cc3c4c(c2)CCN4C(=O)CC3)c1
→ 1.8, 0.3, 1.6, -9, -4, -3, 0, -0.1, -3, 5, -1.0
35	N/C(Cn1cncn1)=N\NC(=O)c1ccc(Cl)cc1Cl
→ -0.8, -0.1, 0.5, -1, -6, 1, -1, 0.4, -3, -6, -0.7
36	CCCn1c(=O)c(C(=O)NCCCc2ccccc2)c(O)c2ccccc21
→ 0.1, 0.1, 1.1, -4, 0, 0, 2, -2.0, 0, 0, -1.0
37	Cc1ccc(S(=O)(=O)N(C)CC(=O)OCC(=O)NC(=O)Nc2ccc3c(c2)OCCO3)cc1
→ 3.9, 0.2, 0.4, -4, 3, -2, -4, 2.3, -1, 1, -0.3
38	CCOC(=O)C/C(=N\Nc1ncnc2ccccc12)c1ccccc1
→ 5.9, 1.6, 1.1, -30, -11, 3, -20, 11*, -1, 0, 0.8
39	COC(=O)Cn1c(=NC(=O)c2ccc(S(=O)(=O)N3CCOCC3)cc2)sc2cc(S(N)(=O)=O)ccc21
→ 1.2, -0.7, -0.9, -124, -9, -3, -79, -0.4, -2, -1, -1.2
40	CCOc1ccc(NC(=O)CCC(=O)NNS(=O)(=O)c2ccccc2[N+](=O)[O-])cc1
→ 1.2, 0.3, 1.1, 2, -4, -2, 1, 0.1, -3, 2, -1.9
41	CC(C)CC(NC(=O)C1CCC(C)CC1)C(=O)N1CCN(c2ccccn2)CC1 (stereo unspecified)
→ -2.4, -0.7, -1.9, -2, -5, 8, 4, -1.4, -3, -5, -1.6
42	CCC(=O)N1CCCc2cc(S(=O)(=O)N3CCN(c4ccccc4F)CC3)ccc21
→ -5.3, -3.8, -2.5, 3, 2, 0, 2, -3.5, -9, -1, -1.9
43	Cc1n[nH]c(=O)n(N=Cc2c[nH]c3ccccc23)c1=O
→ 1.3, -0.2, 0.4, 4, -1, -6, 4, 0.9, -1, 3, 0.2
44	Cc1cc(C(=O)NCc2cccs2)no1
→ 2.5, 0.1, 0.6, 3, -2, -4, 3, -0.1, -1, 0, -1.6
45	COc1cc(C(=O)Oc2cccc(/C=N/NC(=O)c3cccnc3)c2)cc(OC)c1OC
→ 0.7, -0.8, -0.2, -5, -3, -2, -2, -1.1, -5, 6, -1.1
